E-sel inducer = induces E-selectin expression in human endothelial cells; P16581; HUVEC E-selectin immunofluorescence imaging; normalized: neutral wells 0, TNF-alpha wells 100; activation, % at 7.58 µM; 0.37% of 260,000 active; AID 686992;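 active = mean E-selectin-positive cell signal at least 10% of the positive control, reached in at least 60% of replicates, without over 20% cell loss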;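 also: in these data hits start at about 27%; measured in HUVEC primary endothelial cells; signal is the percent of cells scored E-selectin positive by PE staining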
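assay system = HUVEC, human umbilical vein endothelial cells | input = 3,000 HUVEC seeded per well | medium = EGM-2 growth medium on 0.1% gelatin-coated wells | dosing = one compound dose added by pin transfer | signal = immunofluorescence imaging | read-out basis = % PE-positive cells | control set = TNF-alpha, DMSO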
ERAP1 inh = blocks human ERAP1 aminopeptidase activity. Q9NZ08. recombinant ERAP1, Leu-AMC fluorescence, 60 min. inhibition, % at 10.7 µM. 0.15% of 340,000 active. AID 652197;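 active = mean replicate inhibition of at least 30%, or all replicates individually reaching that 30% level; inactive = mean below 30% and not every replicate reaching it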;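 also: 0% = neutral control wells and 100% = L-leucinethiol positive control wells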
ERp5 block = inhibitors of human ERp5. ERp5 insulin aggregation, absorbance 650 nm, 90 min. Q15084. 0.05% of 350,000 active. inhibition, % at 9.99 µM;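 active = mean replicate inhibition above about 25%, with every replicate also reaching it, limit read from the data, passing the limit was not always enough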
S100A4 inh HTS = S100A4-myosin IIA interaction inhibition; 0.14% of 360,000 active; S100A4/TAMRA-MyoIIA peptide fluorescence polarization; inhibition, % at 10.7 µM;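 active = mean inhibition of at least 70% across replicates, with every replicate also reaching that level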
Target sequence (P26447 whole entry, looked up): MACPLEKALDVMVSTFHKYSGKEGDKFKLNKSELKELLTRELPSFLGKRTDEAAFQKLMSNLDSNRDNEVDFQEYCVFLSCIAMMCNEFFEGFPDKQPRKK
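assay system = human S100A4 monomer with TAMRA-labelled myosin IIA peptide | also added = labelled myosin peptide probe, 5 nM | incubation = 5 min between mix addition and reading | control set = DMSO and TFP controls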
XiGFP reactiv = reactivates the inactive X chromosome in mouse fibroblasts; XiGFP mouse fibroblasts, % GFP-positive cells imaging, 3 d; cells co-treated with 5-aza-dC sensitizer; scaled so ellipticine positive control = 100%; activation, % at 7.58 µM; 0.055% of 360,000 active;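 active = mean normalized replicate activation at least 10% and every replicate at or above 10%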;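 also: 0% = median of on-plate neutral control wells and 100% = ellipticine 6 µM median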
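System: XiGFP fibroblasts, SV40-immortalized. Medium: DMEM plus 5-aza-dC sensitizer. Doses: single point. Timing: 3 d treatment, 15 min room-temperature fixation. Control set: ellipticine 6 µM.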
RAD54 branch = blocks human RAD54 Holliday junction branch migration | Q92698 | FAM/BHQ fluorescence | inhibition, % at 10.4 µM | 0.14% of 360,000 active;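 active = mean normalized replicate activity at least 40 and at least half of replicates scoring 40 or more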;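 also: 0% = median of neutral control wells and 100% = median of positive control wells; inhibitors cause a drop in the FAM fluorescence signal; in these data hits start at about 50%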
Target sequence (Q92698 whole entry, looked up): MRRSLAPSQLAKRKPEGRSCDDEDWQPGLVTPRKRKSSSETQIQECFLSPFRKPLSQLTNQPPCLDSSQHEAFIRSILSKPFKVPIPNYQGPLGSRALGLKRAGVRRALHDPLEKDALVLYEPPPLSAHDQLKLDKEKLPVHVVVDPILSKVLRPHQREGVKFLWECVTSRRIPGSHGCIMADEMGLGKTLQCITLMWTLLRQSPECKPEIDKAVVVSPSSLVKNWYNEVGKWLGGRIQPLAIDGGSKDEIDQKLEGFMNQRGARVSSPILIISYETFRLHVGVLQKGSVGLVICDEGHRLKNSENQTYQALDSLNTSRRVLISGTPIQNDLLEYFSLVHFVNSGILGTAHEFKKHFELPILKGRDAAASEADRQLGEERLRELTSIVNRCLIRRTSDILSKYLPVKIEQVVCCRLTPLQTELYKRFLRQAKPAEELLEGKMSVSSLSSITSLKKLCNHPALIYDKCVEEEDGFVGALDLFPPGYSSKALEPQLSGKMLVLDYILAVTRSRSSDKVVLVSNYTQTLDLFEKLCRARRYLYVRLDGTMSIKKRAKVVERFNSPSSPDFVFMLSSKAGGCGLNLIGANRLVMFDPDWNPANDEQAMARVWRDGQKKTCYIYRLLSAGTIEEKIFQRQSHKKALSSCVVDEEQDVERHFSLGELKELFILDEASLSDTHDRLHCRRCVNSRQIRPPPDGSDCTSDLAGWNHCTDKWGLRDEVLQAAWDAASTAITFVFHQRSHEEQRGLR
esBAF inh = blocks esBAF chromatin remodeling in mouse ES cells. Bmi1-luciferase knock-in reporter, 24 h; 100% = twice the neutral-well signal. reporter increase, % at 12.5 µM. 2% of 350,000 active; in the data active = activation above about 40%;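 also: 0% = median of the plate's neutral control wells and 100% = double that signal; a rise in the Bmi1 reporter signal indicates esBAF inhibition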
RAD52 anneal inh = inhibitors of human RAD52 DNA annealing | P43351 | 0.46% of 360,000 active | recombinant RAD52 DNA annealing, FRET fluorescence | inhibition, % at 18.7 µM | AID 651710;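 active = every replicate showing at least 50% inhibition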
An asterisk follows results filed as active; x = no result given; & = joins results of further samples.

SMILES	E-sel inducer	ERAP1 inh	ERp5 block	S100A4 inh HTS	XiGFP reactiv	RAD54 branch	esBAF inh	RAD52 anneal inh
COc1ccc(S(=O)(=O)Nc2nc3ccccc3nc2NCC2CCCO2)cc1 (configuration not stated)	-1.2	x	4	0	0.0	x	x	-8
COC(=O)c1ccccc1NC(=S)NC(=O)C1CC1	x	-10	-4	-1	x	-5	3	-17
CCOc1ccc(NC(=O)CN(C)C(=O)C2(c3ccccc3)CC2)cc1OCC	0.5	0	17	5	0.0	x	-1	1
COc1ccc(C2(C)NC(=O)N(CC(=O)Nc3ccc(Br)c(C)c3)C2=O)cc1OC (configuration not stated)	x	-3	7	-7	0.0	-3	-6	-10
CN(CC(=O)Nc1cccc(F)c1)CC(=O)Nc1ccccc1Oc1ccccc1	15	-2	-5	2	0.0	2	-4	-4
Cc1oc(-c2cccs2)nc1CN1CCN(CC(C)C)C(CCO)C1 (configuration not stated)	x	0	-4	-1	-0.1	x	x	-17
O=S1(=O)c2cccc3cccc(c23)N1Cc1nnc(-c2ccccc2Br)o1	x	0	-5	3	x	-4	-43	-1
NC(=O)c1c(NC(=O)Cn2cc([N+](=O)[O-])cn2)sc2c1CCCC2	x	7	-1	-1	0.3	x	-7	-9
O=C(NCc1ccccn1)c1ccc2ccccc2n1	2.3	-4	2	-5	0.2	-3	6	-7
CCCC#Cc1ccc([C@H]2[C@@H](CO)N(C(=O)C3CCC3)[C@H]2C#N)cc1	-0.1	2	1	3	0.1	x	x	10
Cn1cnc(S(=O)(=O)N2[C@@H]3CNC[C@H]2C3c2ccc(-c3cccnc3)cc2)c1 (some centres not stated)	0.1&-0.1	-1&1	3&7	-16&-2	0.2&0.1	x	x	1&-3
COc1ccc(S(=O)(=O)N2CCOC23CCN(S(=O)(=O)c2cccs2)CC3)cc1	-1.0	2	-1	3	0.2	3	-3	-6
Brc1ccc2c(c1)CN1CCCC1=N2	9.4	2	3	-1	0.4	-3	29	-5
O=C(c1ccc(Br)cc1)N1CCC(C(=O)N2CCN(Cc3ccccc3)CC2)CC1	0.3	1	-1	-2	0.0	-15	-2	1
CC(C)C[C@H](NC(=O)[C@H](Cc1ccccc1)n1c(=O)[nH]c2ccccc2c1=O)C(=O)N1CCC(C(=O)O)CC1	x	-1	5	0	x	-6	7	0
Cc1ccnc(NS(=O)(=O)c2ccc(NS(=O)(=O)c3ccc(Br)cc3)cc2)n1	-0.1	-3	-1	-1	0.0	-5	2	-11
COCC(=O)N1C[C@H]2CON(C)[C@H]2C[C@H]1c1cccc(-c2ccccc2OC)c1	0.1	2	2	-1	0.2	-1	1	-5
Cc1ccccc1C1c2[nH]c3ccccc3c2CCN1CCCn1cccn1 (configuration not stated)	0.4	x	0	0	0.1	3	x	-20
Cc1noc(C(=O)Nc2c(C)n(C)n(-c3ccccc3)c2=O)c1Cl	0.0	5	0	-7	0.0	-3	-1	-1
O=C(C1=C[C@@H](c2coc3ccccc3c2=O)C[C@@H](OCCCCO)O1)N1CCN(Cc2ccccc2)CC1	0.2	-2	-2&-1	6&11	0.0	-3	0	-25&-10
CCOC(=O)Nc1cc(N)ncn1	1.8	-1	-3	-6	0.3	-1	-6	-6
COc1ccc(S(=O)(=O)N2CCC3(CC2)CN(C(=O)c2cccnc2)[C@H](CO)c2c3c3ccc(OC)cc3n2C)cc1	0.3	0	x	5	0.3	x	x	-14
CC(C)C[C@H]1CNC(=S)N1C[C@H]1CCCN1C[C@H](Cc1ccc(O)cc1)N1C[C@H](Cc2ccccc2)N(CC2CCCCCC2)C1=S	-0.5	x	4	16	0.1	2	-5	3
COc1ccc(CN(C)C(=O)c2cc(-c3ccc(OC)c(OC)c3)nc3ccccc23)c(OC)c1	-0.1	-7	1	-1	0.0	-3	x	-5
O=C(COC(=O)c1ccc(Cl)c(S(=O)(=O)N2CCCC2)c1)NCc1ccccc1	x	-2	2	-2	-0.2	-4	-3	-5
COC(=O)Cn1cc(C(=O)C(F)(F)F)c2ccccc21	0.0	-5	1	5	-0.1	x	x	-13
O=C(O)CC(CC(=O)Nc1ccc2ccccc2n1)c1ccccc1 (configuration not stated)	x	-1	6	0	0.5	x	x	-3
O=C(COC(=O)C1CCN(c2ccc(C(F)(F)F)cn2)CC1)c1ccccc1	x	-1	12	-4	0.2	4	-1	-20
C=CCC[C@H](Cc1ccc(F)cc1)C(=O)OC[C@@H](NC(=O)[C@@H](CC=C)CC(=O)N[C@H](CO)Cc1ccccc1)C(C)(C)C	0.2	-3	6	-6	0.1	-2	16	-11
CC(C)(C)NC(=O)CN(C(=O)CN1C(=O)C(=O)c2ccccc21)C(C)(C)C	-1.4	-4	2	-7	-0.1	x	x	-13
CC(C)CNC(=O)Cn1c(=O)c2c(ncn2CC(C)C)n(Cc2ccccc2)c1=O	-0.1	4	-10	-2	0.0	-16	2	-14
C/C(=N\Nc1nc(C)cc(C)n1)c1ccc(N2CCOCC2)cc1	1.7	x	-6	-6	0.2	x	2	-18
COc1ccc(NC(=O)N(C)C[C@H]2OCCCC[C@H](C)Oc3ccc(NS(=O)(=O)c4cn(C)cn4)cc3C(=O)N([C@@H](C)CO)C[C@@H]2C)cc1	0.0	1	2	13	0.1	-3	7	-1
CC(C)(C)CC(C)(C)NC(=O)/C=C/C(=O)O	x	x	1	3	0.1	2	2	-5
CC(=O)Nc1nc2cc([N+](=O)[O-])ccc2s1	0.3	3	3	0	-0.1	8	17	7
COc1ccc(N2CCN(C(c3cccs3)C(C)NC(=O)c3ccc4c(c3)OCO4)CC2)cc1 (configuration not stated)	x	1	-4	-3	0.0	x	x	-20
COc1ccc(CNC(=O)C[C@H]2CC[C@@H](NC(=O)CN(C)C)[C@@H](CO)O2)cc1	0.2	1	3	0	0.1	-12	-4	-9
CCCC/C=C/[C@H](c1ccccc1)[C@H](CO)Cc1cccnc1	-0.7	-1	-2	-3	0.1	-9	-4	1
CC(=O)N1N=C(c2cccc([N+](=O)[O-])c2)OC1(C)c1cccs1 (configuration not stated)	0.0	2	2	2	0.5	1	-1	-13
O=C(CN1CCCc2ccccc21)Nc1ccccc1[N+](=O)[O-]	-1.4	-1	-2	-59	0.1	x	x	-8

Arranged by molar mass (largest number first): part of the list above
SMILES	E-sel inducer	ERAP1 inh	ERp5 block	S100A4 inh HTS	XiGFP reactiv	RAD54 branch	esBAF inh	RAD52 anneal inh
COc1ccc(NC(=O)N(C)C[C@H]2OCCCC[C@H](C)Oc3ccc(NS(=O)(=O)c4cn(C)cn4)cc3C(=O)N([C@@H](C)CO)C[C@@H]2C)cc1	0.0	1	2	13	0.1	-3	7	-1
CC(C)C[C@H](NC(=O)[C@H](Cc1ccccc1)n1c(=O)[nH]c2ccccc2c1=O)C(=O)N1CCC(C(=O)O)CC1	x	-1	5	0	x	-6	7	0
COc1ccc(C2(C)NC(=O)N(CC(=O)Nc3ccc(Br)c(C)c3)C2=O)cc1OC (configuration not stated)	x	-3	7	-7	0.0	-3	-6	-10
O=S1(=O)c2cccc3cccc(c23)N1Cc1nnc(-c2ccccc2Br)o1	x	0	-5	3	x	-4	-43	-1
CC(C)CNC(=O)Cn1c(=O)c2c(ncn2CC(C)C)n(Cc2ccccc2)c1=O	-0.1	4	-10	-2	0.0	-16	2	-14
Cn1cnc(S(=O)(=O)N2[C@@H]3CNC[C@H]2C3c2ccc(-c3cccnc3)cc2)c1 (some centres not stated)	0.1&-0.1	-1&1	3&7	-16&-2	0.2&0.1	x	x	1&-3
COc1ccc(CNC(=O)C[C@H]2CC[C@@H](NC(=O)CN(C)C)[C@@H](CO)O2)cc1	0.2	1	3	0	0.1	-12	-4	-9
NC(=O)c1c(NC(=O)Cn2cc([N+](=O)[O-])cn2)sc2c1CCCC2	x	7	-1	-1	0.3	x	-7	-9
CCCC#Cc1ccc([C@H]2[C@@H](CO)N(C(=O)C3CCC3)[C@H]2C#N)cc1	-0.1	2	1	3	0.1	x	x	10
CC(=O)N1N=C(c2cccc([N+](=O)[O-])c2)OC1(C)c1cccs1 (configuration not stated)	0.0	2	2	2	0.5	1	-1	-13
O=C(CN1CCCc2ccccc21)Nc1ccccc1[N+](=O)[O-]	-1.4	-1	-2	-59	0.1	x	x	-8
CCCC/C=C/[C@H](c1ccccc1)[C@H](CO)Cc1cccnc1	-0.7	-1	-2	-3	0.1	-9	-4	1
CC(=O)Nc1nc2cc([N+](=O)[O-])ccc2s1	0.3	3	3	0	-0.1	8	17	7
CC(C)(C)CC(C)(C)NC(=O)/C=C/C(=O)O	x	x	1	3	0.1	2	2	-5
CCOC(=O)Nc1cc(N)ncn1	1.8	-1	-3	-6	0.3	-1	-6	-6

Remaining list, next part
SMILES	E-sel inducer	ERAP1 inh	ERp5 block	S100A4 inh HTS	XiGFP reactiv	RAD54 branch	esBAF inh	RAD52 anneal inh
COc1cccc(S(=O)(=O)Nc2ccc3c(c2)OC[C@H](C)N(C(=O)Cc2cccnc2)C[C@H](C)[C@H](OC)CN(C)C3=O)c1	-0.3	x	x	x	0.0	15	0	x
CC(C)NC(=O)NCC[C@H]1CC[C@@H](NS(=O)(=O)c2ccccc2)[C@H](CO)O1	0.1	-2	1	3	-0.5	x	x	-10
Cc1ccc(C2=NNC(=O)C(P(=O)(c3ccccc3)c3ccccc3)C2)cc1 (configuration not stated)	1.1	-5	3	1	0.2	x	x	3
CCCN1C[C@@H](C)[C@H](OC)CN(C)C(=O)c2cc(NC(=O)Nc3ccccc3F)ccc2OC[C@H]1C	-0.3	x	0	-2	0.0	2	3	27
CCOc1ccc(CCNC(=O)C2CC(=O)N(c3ccccc3OCC)C2)cc1OCC (configuration not stated)	x	2	0	0	-0.1	0	-7	-12
CC(=O)n1c(=O)oc2ccccc21	3.0	-2	-2	4	-0.1	-7	2	-11
CCc1cccc(N=c2c([N+](=O)[O-])nn(-c3ccc4c(c3)OCCO4)n2O)c1	0.1	-3	-7	0	-0.1	x	x	9
O=C1/C(=C/c2ccccc2)CCc2ccc(Cl)nc21	-0.1	1	4	-4	0.0	x	x	-16
Cc1ccc(-c2csc(NC(=O)c3ccc([N+](=O)[O-])o3)n2)cc1	-0.3	2	2	12	0.1	-2	9	-12
Cc1ccc(S(=O)(=O)N(C)C)cc1NS(=O)(=O)c1ccc(Cl)s1	x	0	-5	28	0.1	4	x	-14
Cc1cc(C)cc(OCC(=O)OCC(=O)NC2CCCCCC2)c1	x	-4	0	-4	0.0	10	-2	-10
Cc1cc(=O)oc2cc(OCc3ccc(C(=O)OCC(=O)NC4CCS(=O)(=O)C4)cc3)ccc12 (configuration not stated)	0.2	x	0	4	-0.1	x	x	-27
Cc1ccc(NS(=O)(=O)c2c(C)noc2C)cc1	0.1	0	0	-1	0.0	-6	-7	5
COc1ccc(NC(=O)CN(C)CC(=O)c2[nH]c(C)c(C(C)=O)c2C)cc1	-0.4	-1	0	-10	0.0	1	-5	-4
